Screening results deposited in PubChem by several laboratories.
SR-BI uptake up – activators of SR-BI mediated DiI-HDL uptake, primary screen, ldlA[mSR-BI] CHO cells, DiI fluorescence | 3 h; 100 = double the neutral-control signal | activation, % at 12.5 µM | actives 0.096% (n = 320,000);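 active = mean replicate activation of at least 60% and every replicate at or above 60%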;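 also: 0% = median plate neutral-control signal and 100% = twice that signal; values of inactives mirror those of a sister screen read the other way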
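Test system: SR-BI-overexpressing, LDLR-lacking CHO cells; Also added: labelled HDL, 10 µg/mL; Measured by: bottom-read cell fluorescence after medium removal, ex 550/em 595 nm; Timing: 3 h uptake period with compound, 37 °C; Buffer or medium: F12, 0.5% BSA, 25 mM HEPES; Doses: single compound concentration, delivered by pin transfer.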
cardiac RTF act – cardiac RTF calcium sensitivity activators, primary screen, biochemical, IANBD-TnC fluorescence, EC20 calcium; Troponin I, cardiac muscle (Homo sapiens) + Troponin T, cardiac muscle (Homo sapiens) + …; IANBD-labeled TnC RTF fluorescence at EC20 calcium; 0% EC20 calcium, 100% full calcium; activation, % at 7.2 µM; actives 0.24% (n = 340,000); AID 493008, 2010;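 active = activation above the mean over all tested compounds plus 3 SD, cut at about 30% in these data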;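 also: rise in fluorescence read as greater calcium sensitivity of cardiac thin filaments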
C-LANA FP – inhibitors of KSHV C-LANA binding to DNA, primary screen, biochemical, fluorescence polarization, FAM-LBS DNA, MBP-C-LANA, single point | Kaposi's sarcoma herpesvirus LANA C-terminal domain (residues 932-1162) DNA binding | inhibition, % at 9 µM | actives 0.078% (n = 340,000) | AID 504423, 2011;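 active = highest replicate inhibition at or above 60% at 9 µM, even if other replicates fall short; inactive = all replicates below 60% inhibition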;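 also: 0% = neutral control wells and 100% = 4 µM acridine orange control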
PKA-R2B act – activators of PKA-R2B holoenzyme, primary screen, biochemical, fluorescence polarization, Cy5-IP20, human; cAMP-dependent protein kinase catalytic subunit beta (Homo sapiens) + cAMP-dependent …; PKA-R2B holoenzyme dissociation; R2B truncated from residue 108, S112A mutant; 0% DMSO only, 100% 113 µM cGMP; activation, % at 11.4 µM; actives 0.079% (n = 340,000);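 active = activation above a cutoff set at the mean over all compounds plus 3 SD, cut at about 18% in these data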;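 also: higher means more holoenzyme dissociation and a rise in polarization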
Target sequence (P31323 whole entry, looked up, other chains not shown, the tested form may be a part): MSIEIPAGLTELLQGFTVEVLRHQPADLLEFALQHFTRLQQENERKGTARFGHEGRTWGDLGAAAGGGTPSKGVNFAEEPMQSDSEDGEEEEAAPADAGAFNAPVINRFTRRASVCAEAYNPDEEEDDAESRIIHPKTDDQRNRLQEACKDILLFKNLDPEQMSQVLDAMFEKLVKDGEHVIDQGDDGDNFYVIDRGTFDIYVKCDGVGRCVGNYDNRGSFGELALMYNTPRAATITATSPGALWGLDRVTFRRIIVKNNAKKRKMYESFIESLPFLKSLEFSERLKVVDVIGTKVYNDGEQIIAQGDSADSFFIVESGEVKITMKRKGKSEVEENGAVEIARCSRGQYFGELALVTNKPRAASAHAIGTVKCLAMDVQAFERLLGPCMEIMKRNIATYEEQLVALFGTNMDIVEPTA
DAGLB inhibitor – DAGLB lipase inhibitors, primary screen, biochemical, fluorescence, HTS; HEK293T DAGLB membrane lysate, EnzChek fluorogenic substrate; inhibition, % at 5.17 µM; actives 0.059% (n = 340,000); AID 504411, 2011; in the data active = inhibition above about 34%;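 also: 0% = enzyme with vehicle and 100% = wells lacking enzyme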
Target sequence (Q8NCG7 whole entry, looked up): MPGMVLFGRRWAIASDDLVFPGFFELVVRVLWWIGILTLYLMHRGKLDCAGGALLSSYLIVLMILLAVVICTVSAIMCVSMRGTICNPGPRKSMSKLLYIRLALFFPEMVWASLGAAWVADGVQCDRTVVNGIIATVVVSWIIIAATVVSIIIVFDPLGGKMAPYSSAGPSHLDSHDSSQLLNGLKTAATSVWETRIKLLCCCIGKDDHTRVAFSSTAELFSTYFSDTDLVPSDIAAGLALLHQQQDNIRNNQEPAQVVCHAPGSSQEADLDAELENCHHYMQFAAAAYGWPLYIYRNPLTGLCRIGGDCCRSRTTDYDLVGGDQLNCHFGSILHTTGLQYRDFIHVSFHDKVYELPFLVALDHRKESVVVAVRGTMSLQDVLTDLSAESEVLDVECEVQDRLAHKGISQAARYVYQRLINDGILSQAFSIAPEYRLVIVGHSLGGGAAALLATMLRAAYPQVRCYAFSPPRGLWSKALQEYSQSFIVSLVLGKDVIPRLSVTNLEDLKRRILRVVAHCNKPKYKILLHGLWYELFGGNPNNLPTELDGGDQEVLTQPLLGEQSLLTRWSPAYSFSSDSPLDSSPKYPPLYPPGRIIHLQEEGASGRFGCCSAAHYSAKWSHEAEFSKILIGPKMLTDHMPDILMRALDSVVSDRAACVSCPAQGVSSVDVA
CAL PDZ FP-1 – untagged CAL PDZ binding inhibitors, primary screen, biochemical, fluorescence polarization, HTS | Golgi-associated PDZ and coiled-coil motif-containing protein (Homo sapiens), Q9HD26 | purified CAL PDZ, TMR-peptide fluorescence polarization, 1 h | inhibition, % at 24.9 µM | actives 0.92% (n = 300,000) | AID 602252, 2012;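 active = mean inhibition of at least 30% with at least half of replicates also reaching 30%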;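 also: 0% = DMSO neutral control and 100% = excess unlabeled competitor peptide PRC23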
CAL PDZ FP-2 – CAL PDZ peptide-binding inhibitors, primary screen, biochemical, fluorescence polarization, Cer-tagged CAL PDZ, HTS | Golgi-associated PDZ and coiled-coil motif-containing protein (Homo sapiens), Q9HD26 | inhibition, % at 20 µM | AID 504414, 2011 | purified CAL PDZ, TMR-peptide fluorescence polarization, 1 h | actives 0.02% (n = 330,000);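 active = highest replicate inhibition of at least 40%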;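 also: plate controls were DMSO neutral control wells for no effect and unlabeled competitor peptide control wells for full effect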
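System: purified tagged CAL PDZ domain construct (CerCALP). Schedule: 1 h incubation at room temperature before polarization reading. Medium: 25 mM sodium phosphate pH 7.4, 150 mM NaCl, TCEP, IgG, Thesit. Read-out: percent inhibition from loss of millipolarization. Measured by: FP readout, S and P plane fluorescence. Probe or stimulus: fluorescent TMR peptide probe.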
Rtt109 Vps75 – inhibitors of C. albicans Rtt109/Vps75 HAT, primary screen, biochemical, ThioGlo CoA-SH fluorescence, plate reader; inhibition, % at 34.9 µM; purified Rtt109/Vps75, 4 h; AID 540336, 2011; actives 0.16% (n = 330,000); Histone acetyltransferase RTT109 (Candida albicans (strain SC5314 / ATCC MYA-2876)), …;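 active = inhibition of at least 50% in every replicate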
Cardiac RTF inh – cardiac RTF calcium sensitivity inhibitors, primary screen, biochemical, IANBD-TnC fluorescence, EC70 calcium. Troponin I, cardiac muscle (Homo sapiens) + Troponin T, cardiac muscle (Homo sapiens) + …. IANBD-labeled cardiac RTF, Ca2+ fluorescence. inhibition, % at 7.15 µM. actives 0.12% (n = 340,000). AID 493244, 2011;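 active = inhibition above the mean inhibition of all tested compounds plus 3 SD, cut at about 17% in these data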;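 also: assay run at fixed EC70 calcium of 1.6 mM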
Keap1-Nrf2 PPI – Keap1-Nrf2 protein-protein interaction inhibitors, primary screen, biochemical, fluorescence polarization, single point. inhibition, % at 9.4 µM. actives 0.15% (n = 340,000). Kelch-like ECH-associated protein 1 (Homo sapiens), Q14145. Keap1 Kelch-Nrf2 peptide fluorescence polarization, 1536-well; in the data active = inhibition above about 12%;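 also: human Keap1 Kelch domain with fluorescein labeled Nrf2 9mer peptide probe; 0% = neutral control wells and 100% = peptide positive control; higher means more block of Keap1 binding to Nrf2 peptide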
* marks the source's active call; other numbers are inactive results; / = not tested or not shown.

[1] CCCC(=O)NC(=S)Nc1ccc(S(=O)(=O)Nc2ccc(OCC)cc2)cc1
[2] CCOCCCNC(=O)c1ccc(Cn2c(=O)[nH]c3ccsc3c2=O)cc1
[3] O=C1CCCc2c1[nH]c1ccc(Cl)cc21
[4] CCSc1cc(C2C(C(=O)OC)=C(C)NC3=C2C(=O)CCC3)c(C)o1 (stereo not drawn)
[5] Cc1ccc(NC(=O)/C(=C\c2cccnc2)NC(=O)c2ccco2)cc1
[6] Cc1ccc2nc3nc(NCC4CCCO4)c(C(=O)NC4CCCC4)cc3c(=O)n2c1 (stereo not drawn)
[7] COc1cc2c(cc1OC)C1(Nc3c-2c(C)nn3-c2ccccc2)C(=O)Nc2ccccc21 (stereo not drawn)
[8] CC1CCC(NC(=O)Cn2c(=O)oc3ccccc32)CC1 (stereo not drawn)

Screen / compound no.,1,2,3,4,5,6,7,8
SR-BI uptake up,11,/,3,-4,-16,1,-37,3
cardiac RTF act,-16,2,0,4,-1,16,-5,2
C-LANA FP,-0.2,-2.8,-1.5,0.3,0.6,3.2,-0.3,-4.8
PKA-R2B act,-6,6,-3,7,-11,-8,7,4
DAGLB inhibitor,0,2,-1,-3,1,-2,0,-1
CAL PDZ FP-1,2,-3,-8,-6,-3,0,-2,1
CAL PDZ FP-2,-0.8,-1.8,-3.2,-2.2,0.2,-1.1,0.5,-2.3
Rtt109 Vps75,7,-1,1,-4,-1,-1,-5,-8
Cardiac RTF inh,-4,-10,-15,-28,0,-6,-19,-5
Keap1-Nrf2 PPI,-3,-2,-2,-1,2,-19,0,1

Some of the entries so far, with the structure last:
entry	SR-BI uptake up	cardiac RTF act	C-LANA FP	PKA-R2B act	DAGLB inhibitor	CAL PDZ FP-1	CAL PDZ FP-2	Rtt109 Vps75	Cardiac RTF inh	Keap1-Nrf2 PPI	SMILES
6	1	16	3.2	-8	-2	0	-1.1	-1	-6	-19	Cc1ccc2nc3nc(NCC4CCCO4)c(C(=O)NC4CCCC4)cc3c(=O)n2c1 (stereo not drawn)
7	-37	-5	-0.3	7	0	-2	0.5	-5	-19	0	COc1cc2c(cc1OC)C1(Nc3c-2c(C)nn3-c2ccccc2)C(=O)Nc2ccccc21 (stereo not drawn)

Next section
[9] CSc1ncnc2ncn(C)c12
[10] COc1ccc(CCNC(=O)COC(=O)COc2ccc(C#N)cc2)cc1
[11] CCOC(=O)N1CCN(C(=O)CSc2ccc3nnc(CCNC(=O)c4ccccc4)n3n2)CC1
[12] CC(C)Cn1c(CCCNC(=O)c2ccco2)nc2ccccc21
[13] NC(=O)/C(=C\c1ccccc1)NC(=O)/C=C/c1ccccc1
[14] c1ccc(-c2csc(-c3ccncc3)n2)cc1
[15] CN(Cc1ccco1)C(=O)C1CCC(=O)N(CCc2cccc(F)c2)C1 (stereo not drawn)
[16] COc1cc(/C=N/NS(=O)(=O)c2ccc(C)cc2)ccc1OCc1ccc(C(=O)O)cc1

Screen / compound no.,9,10,11,12,13,14,15,16
SR-BI uptake up,15,19,/,20,12,-3,29,12
cardiac RTF act,2,9,3,-6,0,-4,-3,-5
C-LANA FP,1.3,-1.7,0.8,0.5,1.3,1.8,-1.3,0.8
PKA-R2B act,-2,4,-14,8,1,-2,3,-4
DAGLB inhibitor,3,-1,0,1,-7,0,-4,1
CAL PDZ FP-1,-3,0,-7,-4,/,-1,-4,-5
CAL PDZ FP-2,-0.4,0.3,-2.8,-1.1,-4.8,-0.7,0.1,-3.2
Rtt109 Vps75,0,2,-4,-1,-2,-5,15,-2
Cardiac RTF inh,-5,-14,3,0,0,-2,2,-11
Keap1-Nrf2 PPI,5,0,-4,2,-3,-7,-5,5

[17] CCC(C)(C)c1ccc(OCCN2C(=O)NC(C)(C)C2=O)cc1
[18] CCOc1ccccc1NC(=O)Cn1c(=O)n(-c2ccccc2)c(=O)c2oc3ccccc3c21
[19] O=C(CSc1nnc(-c2c[nH]c3ccccc23)o1)NCC1CCCO1 (stereo not drawn)
[20] Cc1c(Cl)cccc1NC(=S)NCCc1ccc(C(F)(F)F)cc1
[21] O=C(CN1C(=O)c2ccccc2S1(=O)=O)N1CCN(c2ccccc2F)CC1
[22] Cc1nn(CC(=O)Nc2cccnc2)c(C)c1[N+](=O)[O-]
[23] CCCCN(CC)Cc1ccc(CNC(=O)Nc2ccc(OC)cc2OC)o1
[24] CCOC12NC(=O)CC(=O)N1C(c1ccccc1)=CS2 (stereo not drawn)

Screen / compound no.,17,18,19,20,21,22,23,24
SR-BI uptake up,8,0,8,-39,16,7,-25,-10
cardiac RTF act,-2,5,-2,1,-1,-1,1,-1
C-LANA FP,-1.4,-0.2,1.3,-1.0,1.8,0.0,0.0,-0.3
PKA-R2B act,-11,6,-6,-7,0,-6,6,-6
DAGLB inhibitor,-1,-2,-2,-12,-1,1,-1,-2
CAL PDZ FP-1,-1,4,44*,-6,0,-9,-2,-1
CAL PDZ FP-2,-1.6,0.0,-1.4,0.1,-4.6,0.7,-0.1,-2.6
Rtt109 Vps75,-16,1,8,-4,-5,7,-3,/
Cardiac RTF inh,5,-9,-4,-7,-19,-8,-5,4
Keap1-Nrf2 PPI,-2,2,-2,-4,0,1,4,-2

[25] NS(=O)(=O)c1ccc(-c2ccc(/C=C3\SC(=O)NC3=O)o2)cc1
[26] COc1ccc(CC(=O)Nc2nc(C)cs2)cc1S(=O)(=O)N1CCOCC1
[27] COc1ccc(-n2c(-c3ccc(OC)c(OC)c3)n[nH]c2=S)cc1
[28] CC1(C)SC(=S)N(/N=C/c2ccc(O)cc2)C1N(O)C(=O)Nc1ccc([N+](=O)[O-])cc1 (stereo not drawn)
[29] CC(C)(C)c1nnc(NC(=O)CCS(=O)(=O)c2ccccc2)s1
[30] Cc1cc(=O)n2nc(N3CCCC(C(=O)N4CCOCC4)C3)sc2n1 (stereo not drawn)
[31] COc1ccc(NC(=O)CNC(=O)c2nn(-c3ccc(OC)c(OC)c3)c(=O)c3ccccc23)c(OC)c1
[32] O=C(O)C1CCc2sc3[nH]c(=S)n(-c4ccccc4)c(=O)c3c21 (stereo not drawn)

Screen / compound no.,25,26,27,28,29,30,31,32
SR-BI uptake up,5,10,14,/,/,-2,/,11
cardiac RTF act,-4,-4,-1,11,-1,-12,-7,9
C-LANA FP,0.7,0.0,-0.6,-0.6,0.1,-0.2,-0.8,0.5
PKA-R2B act,-7,10,0,-7,3,-2,11,4
DAGLB inhibitor,3,-2,3,-1,-1,5,-3,-2
CAL PDZ FP-1,-7,0,-3,-2,/,-3,0,0
CAL PDZ FP-2,-4.3,-1.9,-1.9,-0.5,1.1,-1.1,-1.7,-5.0
Rtt109 Vps75,4,-11,-1,-1,16,3,-12,105*
Cardiac RTF inh,4,4,3,6,1,-7,16,-12
Keap1-Nrf2 PPI,-5,1,0,-4,0,-6,3,-6

[33] O=C(Nc1nnc(SCC(=O)N2CCOCC2)s1)C1CC(=O)N(c2ccc(F)cc2)C1 (stereo not drawn)
[34] Cn1cnc(S(=O)(=O)NC2CCN(Cc3ccccc3)CC2)c1
[35] O=C(COc1ccc(F)cc1)N(c1ccccn1)C1CCCCC1
[36] CCCCC(=O)Nc1nnc(S(=O)(=O)N(C)Cc2ccco2)s1
[37] Fc1cccc(Cl)c1CNCCCSc1ncccn1
[38] O=C(CNC(=O)c1ccco1)NCC(=O)OCc1cccc(C(=O)Oc2ccccc2)c1
[39] CC1(C)Cc2nc3sc4c(OCc5ccccc5)ncnc4c3cc2CO1
[40] Cn1c(CCc2ccccc2)nnc1SCC(=O)N1CCCC1

Screen / compound no.,33,34,35,36,37,38,39,40
SR-BI uptake up,9,14,24,8,-8,22,12,16
cardiac RTF act,2,1,-2,2,2,-5,6,3
C-LANA FP,1.4,-0.2,0.4,0.2,-3.3,1.7,2.3,1.2
PKA-R2B act,-5,-9,-7,-11,-11,-5,-15,0
DAGLB inhibitor,5,1,-1,-1,-2,2,1,-2
CAL PDZ FP-1,-5,-1,-1,-3,1,-5,-3,5
CAL PDZ FP-2,0.0,-1.9,-1.0,-2.0,-1.9,-3.1,-1.1,-1.0
Rtt109 Vps75,2,-8,-8,-2,2,-10,4,-16
Cardiac RTF inh,-2,-3,-2,-3,-12,-6,2,-2
Keap1-Nrf2 PPI,-7,3,1,-4,1,-6,-1,-3

[41] CN(C(=O)COC(=O)C1CCN(S(=O)(=O)c2ccc3c(c2)OCCO3)CC1)c1ccccc1
[42] S=C(NCc1ccc(Cl)cc1)Nc1ccccc1Cl
[43] COc1ccc(C(O)P(=O)(OCC(C)C)c2ccc(N(C)C)cc2)c(OC)c1 (stereo not drawn)
[44] COc1ccc(NC(=O)c2ccccc2Cl)c(NC(=O)c2ccco2)c1
[45] O=C(CSc1nc(=O)n(CCCN2CCOCC2)c2c1CCCC2)Nc1cccc(F)c1
[46] COc1ccc([C@H]2CC(=O)c3c(O)cc(O)cc3O2)cc1O
[47] Cc1cc(Br)c(S(=O)(=O)NCc2cccnc2)cc1C
[48] COc1ccc(NC2=CC(=O)CC(c3ccccc3)C2)c(OC)c1 (stereo not drawn)
[49] CSc1ncccc1C(=O)OCC(=O)NCc1ccc2c(c1)OCO2

Screen / compound no.,41,42,43,44,45,46,47,48,49
SR-BI uptake up,5,10,2,-15,18,8,-12,-44,6
cardiac RTF act,5,-2,6,-1,2,2,-7,4,-5
C-LANA FP,-0.9,1.3,-1.0,-1.2,2.5,0.5,1.4,-1.2,0.4
PKA-R2B act,1,6,1,-2,-5,4,-15,-2,-3
DAGLB inhibitor,4,-1,-3,0,3,0,1,1,-3
CAL PDZ FP-1,/,-3,-1,/,/,-5,-3,0,7
CAL PDZ FP-2,-1.3,-2.3,0.2,-0.6,-2.5,-1.4,-0.4,-2.6,-3.8
Rtt109 Vps75,-3,3,0,-2,1,-30,3,/,3
Cardiac RTF inh,-5,-4,-2,-6,-21,-4,2,2,-4
Keap1-Nrf2 PPI,4,1,-1,-3,0,-3,0,-3,-7
